Screening data: PubChem, Johns Hopkins Ion Channel Center
TRPC6 act – activates the mouse TRPC6 cation channel; Q61143; HEK293-TRPC6 membrane potential dye fluorescence; stronger effect = higher value; B-score at 10 µM; hit rate 0.13% among 310,000;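 active means B-score of the integrated fluorescence ratio above library mean plus 3 SD, and starting fluorescence ratio within library mean plus 5 SD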;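 further: higher score means more depolarization so channel activation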
MrgX1 antag – human MrgX1 receptor antagonism, primary screen. MRGX1-HEK293 calcium flux, Fluo-4, BAM8-22 antagonism; stronger effect = lower value. B-score at 10 µM. hit rate 1.3% among 310,000. AID 588676;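 active means calcium-response B-score plate-corrected more than 3 library SD below zero, starting fluorescence within 5 deviations, no agonist response on first addition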;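 further: peak minus trough fluorescence over baseline after final BAM8-22 challenge near maximal dose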
Target sequence (Q96LB2 whole entry, looked up): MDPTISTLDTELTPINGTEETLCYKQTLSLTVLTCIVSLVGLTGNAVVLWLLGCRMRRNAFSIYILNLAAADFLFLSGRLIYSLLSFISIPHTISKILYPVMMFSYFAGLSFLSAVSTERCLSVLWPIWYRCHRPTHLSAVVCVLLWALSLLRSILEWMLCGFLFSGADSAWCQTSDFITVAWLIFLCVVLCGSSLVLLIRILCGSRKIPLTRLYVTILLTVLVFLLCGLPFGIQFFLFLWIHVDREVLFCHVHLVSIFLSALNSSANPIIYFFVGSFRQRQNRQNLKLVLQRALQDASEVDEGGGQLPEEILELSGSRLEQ
TRPC4 agonist – TRPC4 (mouse) channel activation. Q9QUQ5. HEK293 TRPC4beta/mu-opioid, Fluo4 calcium fluorescence; stronger effect = higher value. B-score at 10 µM. hit rate 0.49% among 310,000. AID 2237;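 active means B-score above 5 SD of library B-scores, and initial fluorescence ratio not above library mean plus 5 SD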;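 further: positive B-score marks a calcium rise read as TRPC4 activation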
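Incubation: 45 min room-temperature Fluo4 loading, 110 s read / System: HEK293 cells stably co-expressing mouse TRPC4beta and mu-opioid receptor / Signal: Fluo4 fluorescence, kinetic / Control set: buffer (low) and maximal DAMGO (high) / Measure: integrated baseline-normalised fluorescence ratio, converted to per-well B score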
MrgX1 agonist – agonists of human MrgX1 receptor; MrgX1-HEK293 cells, Fluo-4 calcium fluorescence, agonist mode; stronger effect = higher value; B-score at 10 µM; hit rate 0.44% among 310,000; AID 588627;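 active means calcium response B-score plate-corrected fluorescence ratio at least 3 library SD, with starting fluorescence B-score inside 5 SD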
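Material: MrgX1-expressing HEK293 cells / Dosing: compound as first of three additions / Incubation: overnight seeding, then 1 h dark dye loading / Signal: Fluo-4 NW calcium fluorescence / Evaluation: B-scored fluorescence response ratio / Benchmarks: positive and negative control wells on each plate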
TRPC4 potent – TRPC4 (mouse) allosteric potentiation | Q9QUQ5 | HEK293 TRPC4beta/mu-opioid, DAMGO EC20, Fluo-4 Ca2+ flux; stronger effect = higher value | hit rate 0.42% among 310,000 | B-score at 10 µM;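 active means B-score of calcium response area above 5 SD of library B-scores, with initial fluorescence ratio within 5 SD of library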;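 further: B-score of integrated fluorescence ratio over time as area under calcium response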
TRPC4 inh – blocks the mouse TRPC4 cation channel; Q9QUQ5; HEK293 TRPC4beta/mu-opioid, DAMGO-evoked Fluo4 calcium flux; stronger effect = lower value; B-score at 10 µM; hit rate 0.39% among 300,000; AID 2247;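 active means B-score over 3 SD under the library average, no early fluorescence shift, positive overall ratio signal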
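Assay system: HEK293 cells with stable TRPC4beta plus mu-opioid receptor expression. Dosing: single dose. Measured by: Fluo4 Ca2+ flux fluorescence. Also added: DAMGO in two steps, submaximal then maximal. Read-out: B score from integrated Fluo4 fluorescence ratio.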
ANO1 activ – mouse TMEM16A channel activation, primary screen. B-score at 10 µM. hit rate 0.3% among 340,000. AID 623877. HEK293 TMEM16A/YFP-H148Q/I152L, iodide quench fluorescence; stronger effect = lower value;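 active means fluorescence-ratio B-score plate-corrected deviation score at least 3 library SD below zero, with starting fluorescence score within 5 deviations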;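 further: channel opened by trigger with iodide after compound preincubation; score built on the fluorescence ratio of max minus min over baseline; more negative score means more quench and so TMEM16A activation or potentiation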
TRPC6 inh – inhibitors of mouse TRPC6 channel | Q61143 | hit rate 1.1% among 310,000 | HEK293-TRPC6, membrane potential dye, ACh-evoked depolarization; stronger effect = lower value | B-score at 10 µM;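 active means B-score under library mean minus 3 SD, initial fluorescence not abnormally high, positive integrated signal ratio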;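 further: B-score derived from integrated fluorescence ratio over the kinetic read; more negative B-score means stronger inhibition of depolarization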
TMEM16A inh – blocks the mouse calcium-activated chloride channel TMEM16A | Q8BHY3 | normalized B-score (activity score, 25-100; higher = stronger inhibition) at 10 µM | hit rate 1.2% among 310,000 | HEK293 TMEM16A/YFP iodide influx fluorescence, ionomycin;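 active means ratio plate-corrected score three or more library SD toward inhibition, starting fluorescence score within five deviations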;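 further: score derived from kinetic fluorescence span divided by baseline fluorescence per well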
MrgX1 PAM – allosterically activates human MrgX1 receptor signaling; Q96LB2; MrgX1-HEK293, Fluo-4 calcium flux, FDSS; stronger effect = higher value; B-score at 10 µM; hit rate 0.63% among 310,000; AID 588675;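 active means plate-corrected calcium response at least 3 library SD above typical, normal starting fluorescence, not activating the receptor alone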;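 further: compound read alongside a low EC10 to EC30 dose of BAM8-22 agonist; peak minus trough fluorescence over baseline measured at the second addition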
RGS4 inh – human RGS4 inhibition; HEK293 M3R/RGS4 inducible, Fluo-4 calcium flux; stronger effect = higher value; triggered by carbachol at its EC20; hit rate 0.45% among 310,000; P49798; B-score at 10 µM; AID 463165;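 active means B-score, a plate-corrected calcium signal, over three deviations above library mean, with baseline fluorescence within five deviations of library mean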;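 further: RGS4 expression induced by doxycycline in cells with stable M3 receptor; B-score is computed from the integrated fluorescence ratio over baseline after carbachol; higher B-score means a larger calcium signal and so more RGS4 inhibition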
Target sequence (P49798 whole entry, looked up): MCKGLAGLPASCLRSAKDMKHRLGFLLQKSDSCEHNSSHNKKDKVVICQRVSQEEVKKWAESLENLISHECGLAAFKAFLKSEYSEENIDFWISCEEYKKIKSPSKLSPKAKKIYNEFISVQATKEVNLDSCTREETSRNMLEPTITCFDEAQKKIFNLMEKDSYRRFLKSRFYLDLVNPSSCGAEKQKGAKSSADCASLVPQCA
Starred values were filed as active, the others as inactive; i = inactive; . = not tested or not shown.

Short keys – A = TRPC6 act; B = MrgX1 antag; C = TRPC4 agonist; D = MrgX1 agonist; E = TRPC4 potent; F = TRPC4 inh; G = ANO1 activ; H = TRPC6 inh; I = TMEM16A inh; J = MrgX1 PAM; K = RGS4 inh
SMILES: Nc1nc(SCC(=O)N2CCCCCC2)[nH]c(=O)c1NC(=O)c1ccco1
  A = . | B = i | C = . | D = i | E = . | F = . | G = i | H = . | I = i | J = i | K = .
SMILES: CCOC(=O)N1CCC2(CC1)C(C#N)=C(N)OC1=C2C(=O)CC(C)(C)C1
  A = i | B = i | C = i | D = i | E = i | F = i | G = i | H = i | I = i | J = i | K = i
SMILES: COc1ccc(CC(=O)NCc2nn(-c3ccccc3)nc2C)cc1OC
  A = i | B = i | C = i | D = i | E = i | F = i | G = i | H = i | I = i | J = i | K = i
SMILES: Nc1nc(-c2cccnc2)nn1C(=O)CCc1ccccc1
  A = i | B = i | C = i | D = i | E = i | F = i | G = i | H = i | I = i | J = i | K = i
SMILES: Cc1c(Cl)cccc1NC(=O)CS(=O)(=O)c1ccccc1
  A = i | B = i | C = i | D = i | E = i | F = i | G = i | H = i | I = i | J = i | K = i
SMILES: Cn1cc(CNC(=O)c2ccc3nc(Cc4ccccc4F)oc3c2)cn1
  A = i | B = i | C = i | D = i | E = i | F = i | G = i | H = i | I = i | J = i | K = i
SMILES: COc1cc(C2C(C(=O)c3cccs3)=C(O)C(=O)N2c2cc(C)on2)ccc1O (configuration not stated)
  A = i | B = i | C = i | D = i | E = i | F = i | G = i | H = i | I = i | J = i | K = i
SMILES: Oc1c(Br)cc(Br)cc1CNc1cnc2ccccc2c1
  A = i | B = i | C = i | D = i | E = i | F = i | G = i | H = i | I = 25* | J = i | K = i
SMILES: CCOc1ccccc1NC(=O)CN(c1ccc(OC)cc1OC)S(=O)(=O)c1ccccc1[N+](=O)[O-]
  A = i | B = i | C = i | D = i | E = i | F = i | G = -5.2* | H = i | I = i | J = i | K = i
SMILES: O=C(O)c1cccc(S(=O)(=O)Nc2ccc(O)cc2Sc2nc3ccccc3s2)c1
  A = i | B = i | C = i | D = i | E = i | F = i | G = i | H = i | I = i | J = i | K = i
SMILES: COc1cc(C)ccc1OCCOc1c(C)cc(Cl)cc1Cl
  A = i | B = i | C = i | D = i | E = i | F = i | G = i | H = i | I = i | J = i | K = i
SMILES: O=C(O)C1Cc2ccccc2CN1C(=O)c1ccccc1Cl (configuration not stated)
  A = i | B = i | C = i | D = i | E = i | F = i | G = i | H = i | I = i | J = i | K = i

Entries of single compounds from above. Order of screens: TRPC6 act, MrgX1 antag, TRPC4 agonist, MrgX1 agonist, TRPC4 potent, TRPC4 inh, ANO1 activ, TRPC6 inh, TMEM16A inh, MrgX1 PAM, RGS4 inh
`O=C(O)C1Cc2ccccc2CN1C(=O)c1ccccc1Cl` (configuration not stated) is listed as i, i, i, i, i, i, i, i, i, i, i
`CCOC(=O)N1CCC2(CC1)C(C#N)=C(N)OC1=C2C(=O)CC(C)(C)C1` is listed as i, i, i, i, i, i, i, i, i, i, i
`CCOc1ccccc1NC(=O)CN(c1ccc(OC)cc1OC)S(=O)(=O)c1ccccc1[N+](=O)[O-]` is listed as i, i, i, i, i, i, -5.2*, i, i, i, i
`Oc1c(Br)cc(Br)cc1CNc1cnc2ccccc2c1` is listed as i, i, i, i, i, i, i, i, 25*, i, i
